Keap1 Nrf2 FP = Keap1-Nrf2 (human) interaction inhibition | Q14145 | Keap1 Kelch-Nrf2 peptide fluorescence polarization, 1536-well | inhibition, % at 9.4 µM | hit rate 0.15% among 340,000; in the data active means inhibition above about 12%;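 further: human Keap1 Kelch domain with fluorescein labeled Nrf2 9mer peptide probe; 0% = neutral control wells and 100% = peptide positive control; higher means more block of Keap1 binding to Nrf2 peptide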
CAL PDZ FP-1 = inhibitors of human CAL PDZ peptide binding | Q9HD26 | purified CAL PDZ, TMR-peptide fluorescence polarization, 1 h | inhibition, % at 20 µM | hit rate 0.02% among 330,000 | AID 504414;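 active means highest replicate inhibition of at least 40%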;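 further: plate controls were DMSO neutral control wells for no effect and unlabeled competitor peptide control wells for full effect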
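Control set: unlabelled peptide and DMSO controls / Material: purified CerCALP PDZ construct / Timing: 1 h incubation at room temperature before polarization reading / Doses: 20 µM, one dose / Detection: fluorescence polarization (mP)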
SR-BI uptake up = activators of SR-BI mediated HDL lipid uptake; CHO ldlA[mSR-BI] cells, DiI-HDL uptake fluorescence, 3 h; 100 = double the neutral-control signal; activation, % at 12.5 µM; hit rate 0.096% among 320,000; AID 504775;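 active means mean replicate activation of at least 60% and every replicate at or above 60%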;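 further: 0% = median plate neutral-control signal and 100% = twice that signal; values of inactives mirror those of a sister screen read the other way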
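Test system: SR-BI-overexpressing, LDLR-lacking CHO cells; Also added: labelled HDL, 10 µg/mL; Measured by: bottom-read cell fluorescence after medium removal, ex 550/em 595 nm; Timing: 3 h uptake period with compound, 37 °C; Buffer or medium: F12, 0.5% BSA, 25 mM HEPES; Doses: single compound concentration, delivered by pin transfer.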
DAGLB inh = diacylglycerol lipase beta (human) inhibition; Q8NCG7; HEK293T DAGLB membrane lysate, EnzChek fluorogenic substrate; inhibition, % at 5.17 µM; hit rate 0.059% among 340,000; AID 504411; in the data active means inhibition above about 34%;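 further: 0% = enzyme with vehicle and 100% = wells lacking enzyme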
Target sequence (Q8NCG7 whole entry, looked up): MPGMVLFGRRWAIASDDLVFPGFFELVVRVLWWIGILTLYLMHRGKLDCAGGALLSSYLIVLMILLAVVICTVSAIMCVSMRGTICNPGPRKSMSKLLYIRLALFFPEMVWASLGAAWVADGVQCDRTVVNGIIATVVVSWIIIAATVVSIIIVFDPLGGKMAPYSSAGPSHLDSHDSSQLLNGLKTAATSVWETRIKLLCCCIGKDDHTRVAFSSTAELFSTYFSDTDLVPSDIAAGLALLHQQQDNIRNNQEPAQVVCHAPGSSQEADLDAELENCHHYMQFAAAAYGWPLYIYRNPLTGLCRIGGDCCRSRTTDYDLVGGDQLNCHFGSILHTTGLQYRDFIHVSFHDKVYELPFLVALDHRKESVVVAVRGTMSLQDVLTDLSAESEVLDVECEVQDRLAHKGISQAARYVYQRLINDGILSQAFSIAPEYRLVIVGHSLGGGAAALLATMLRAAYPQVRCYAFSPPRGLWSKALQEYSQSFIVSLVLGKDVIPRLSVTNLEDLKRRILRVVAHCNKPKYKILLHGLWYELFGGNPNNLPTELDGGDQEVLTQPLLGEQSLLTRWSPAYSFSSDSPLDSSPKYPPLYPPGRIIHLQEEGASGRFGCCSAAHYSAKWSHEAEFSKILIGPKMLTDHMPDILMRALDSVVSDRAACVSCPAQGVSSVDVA
CAL PDZ FP-2 = inhibitors of human CAL PDZ peptide binding; hit rate 0.92% among 300,000; inhibition, % at 24.9 µM; Q9HD26; AID 602252; purified CAL PDZ, TMR-peptide fluorescence polarization, 1 h;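 active means mean inhibition of at least 30% with at least half of replicates also reaching 30%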;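 further: 0% = DMSO neutral control and 100% = excess unlabeled competitor peptide PRC23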
Rtt109 Vps75 = inhibitors of Candida albicans Rtt109/Vps75 histone acetyltransferase | AID 540336 | purified Rtt109/Vps75, ThioGlo CoA-SH fluorescence, 4 h | Q5AAJ8 | hit rate 0.16% among 330,000 | inhibition, % at 34.9 µM;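 active means inhibition of at least 50% in every replicate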
Target sequence (Q5AAJ8 whole entry, looked up): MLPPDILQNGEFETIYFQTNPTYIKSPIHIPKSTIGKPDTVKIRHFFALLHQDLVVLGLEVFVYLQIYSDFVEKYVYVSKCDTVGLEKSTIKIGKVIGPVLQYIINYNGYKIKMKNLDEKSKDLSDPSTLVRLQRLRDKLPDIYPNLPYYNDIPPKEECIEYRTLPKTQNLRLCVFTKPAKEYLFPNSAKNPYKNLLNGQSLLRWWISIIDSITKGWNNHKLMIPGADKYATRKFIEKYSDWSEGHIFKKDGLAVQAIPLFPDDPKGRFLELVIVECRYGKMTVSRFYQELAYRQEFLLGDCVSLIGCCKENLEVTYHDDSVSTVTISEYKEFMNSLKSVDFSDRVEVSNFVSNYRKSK
Cardiac RTF inh = cardiac RTF calcium desensitization; hit rate 0.12% among 340,000; inhibition, % at 7.15 µM; IANBD-labeled cardiac RTF, Ca2+ fluorescence; P19429+P45379; AID 493244;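 active means inhibition above the mean inhibition of all tested compounds plus 3 SD, cut at about 17% in these data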;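 further: assay run at fixed EC70 calcium of 1.6 mM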
cardiac RTF act = increases calcium sensitivity of human cardiac regulated thin filaments; hit rate 0.24% among 340,000; IANBD-labeled TnC RTF fluorescence at EC20 calcium; 0% EC20 calcium, 100% full calcium; P19429+P45379; AID 493008; activation, % at 7.2 µM;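 active means activation above the mean over all tested compounds plus 3 SD, cut at about 30% in these data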;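 further: rise in fluorescence read as greater calcium sensitivity of cardiac thin filaments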
PKA-R2B act = activates the human PKA-R2B holoenzyme complex | P22694+P31323 | PKA-R2B holoenzyme dissociation, Cy5-IP20 fluorescence polarization; R2B truncated from residue 108, S112A mutant; 0% DMSO only, 100% 113 µM cGMP | activation, % at 11.4 µM | hit rate 0.079% among 340,000 | AID 504700;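 active means activation above a cutoff set at the mean over all compounds plus 3 SD, cut at about 18% in these data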;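 further: higher means more holoenzyme dissociation and a rise in polarization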
C-LANA FP = inhibitors of KSHV LANA C-terminal domain DNA binding. AID 504423. inhibition, % at 9 µM. MBP-C-LANA/FAM-LBS DNA binding, fluorescence polarization. hit rate 0.078% among 340,000;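 active means highest replicate inhibition at or above 60% at 9 µM, even if other replicates fall short; inactive means all replicates below 60% inhibition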;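 further: 0% = neutral control wells and 100% = 4 µM acridine orange control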
Numbers without * were called inactive; . = not tested or not shown.

item	Structure	Keap1 Nrf2 FP	CAL PDZ FP-1	SR-BI uptake up	DAGLB inh	CAL PDZ FP-2	Rtt109 Vps75	Cardiac RTF inh	cardiac RTF act	PKA-R2B act	C-LANA FP
1	NC(=O)c1ccc(Oc2ccc(C(N)=O)cc2)cc1	2.3	-2.7	16.4	-2.8	-4.3	16.6	-9.5	6.1	-7.5	-0.9
2	O=C(Nc1nnc(C(F)(F)F)s1)c1c(F)cccc1F	-2.0	-0.2	3.4	2.5	0.4	0.5	-5.0	0.5	-6.5	1.0
3	COc1ccc(C(=O)Nc2ccccc2)cc1NC(=O)c1ccc([N+](=O)[O-])cc1	5.8	0.1	-59.1	0.3	0.1	0.0	-5.0	-8.2	6.4	-2.8
4	OC(COc1ccc2ccccc2c1)CN1CCN(c2ccc(F)cc2)CC1 (stereo not given)	-0.9	-0.7	12.3	-4.6	.	-7.7	-3.3	-1.5	10.5	-0.2
5	COc1ccc2[nH]cc(CCNC(=O)c3ccccc3Cl)c2c1	3.3	-0.3	18.2	0.7	-1.3	-1.9	-2.0	-0.9	4.9	0.6
6	O=C1NC(=O)C2C1C(c1ccc([N+](=O)[O-])cc1)=NN2Cc1ccccc1 (stereo not given)	-4.6	-0.6	10.9	1.6	2.7	28.5	2.0	4.3	-6.9	-2.3
7	O=C(Nc1cccc2ccccc12)N1CCN(Cc2ccccc2)CC1	-1.8	-0.6	-12.2	-0.3	-9.8	-6.8	-4.4	1.3	-0.7	0.3
8	CCc1cc(CC)c(/C=N/NC(N)=O)c(CC)c1	1.5	-1.5	3.4	0.7	4.0	3.8	-12.6	-4.2	-4.8	-0.4
9	COc1cccc(CC2(CO)CCCN(Cc3cc4ccccc4[nH]3)C2)c1 (stereo not given)	-5.1	-0.9	-17.5	1.2	3.7	13.5	-1.6	-0.1	-13.8	0.6
10	Cn1cccc1Cc1nnc(SCC(=O)NCc2ccccc2)n1-c1ccc(F)cc1	-9.2	0.0	-32.8	-3.6	-3.3	-4.2	-6.6	4.5	-1.7	-0.5
11	CCCOc1ccc(C(O)(CCC)CCN2CCCCC2)cc1 (stereo not given)	0.0	0.6	16.1	-4.0	-0.6	-2.5	-5.1	-4.1	9.1	-3.3
12	COc1ccc2c(COC(=O)CNC(=O)C34CC5CC(CC(C5)C3)C4)cc(=O)oc2c1	-5.0	-2.4	-3.8	-1.9	.	17.8	-0.1	3.4	-15.4	-1.3
13	O=C(NCc1ccc(F)cc1)C1CCCN(C(=O)Nc2ccc(F)cc2)C1 (stereo not given)	-0.4	-0.3	-9.6	-1.5	-1.9	-6.6	-8.7	4.4	-12.8	0.6
14	Cc1cccc(C)c1NC(=O)CSc1nnc(-c2ccncc2)n1Cc1ccco1	8.0	-0.1	-23.0	0.6	-4.8	14.0	0.1	0.4	8.2	-5.0
15	Cc1ccc(OCCCC(=O)Nc2ccc(Cl)c(S(=O)(=O)N3CCOCC3)c2)cc1	1.4	-1.7	.	-2.4	-2.1	1.3	-4.9	0.6	-1.9	-1.2
16	O=C(COc1cccc(Cl)c1Cl)Nc1ccc2c(c1)CCC2	-4.9	-1.3	13.8	-9.8	-2.8	1.4	-11.5	2.3	0.2	-0.9
17	O=S1(=O)CCC(NS(=O)(=O)/C=C/c2ccccc2)C1 (stereo not given)	-1.8	-1.3	21.1	-0.6	-4.8	-2.9	-10.1	10.2	-5.3	-1.3
18	COc1ccc(OC)c(NC(=O)Nc2ccccc2C)c1	3.4	0.7	-15.8	5.3	-16.9	10.3	1.7	-1.9	11.5	0.3
19	CCC1(c2ccccc2)SC(N)=NC1=O (stereo not given)	0.8	0.3	7.1	-1.3	1.3	-7.2	-5.0	-1.0	1.9	2.4
20	O=C(NCC(=O)N1CCCCC1)c1ccc(Br)o1	-0.4	-1.6	27.8	1.2	-0.9	-9.0	-9.5	-4.0	2.6	0.2
21	CN(CCCC(=O)Nc1ccncc1)S(=O)(=O)c1ccc(Cl)cc1	1.4	-0.9	.	-0.6	-1.9	1.9	-9.3	-5.9	-1.0	-1.6
22	O=C(N/N=C/c1ccc(O)cc1O)NC12CC3CC(CC(C3)C1)C2	-2.0	0.4	-10.7	5.8	-2.5	.	4.8	4.7	-0.2	-4.0
23	O=C(Nc1ccc(N2CCOCC2)cc1)c1ccc(Cl)cc1N1CCCC1=O	-0.4	0.0	-9.5	2.9	2.0	11.2	-3.9	7.2	2.5	-1.1
24	CN(CC(=O)Nc1ccc(C#N)cc1)CC(=O)Nc1ccc(N2CCOCC2)cc1	0.8	-0.3	-23.0	1.0	-1.1	-1.1	1.6	1.6	3.7	0.0
25	CCN(CC)S(=O)(=O)c1ccc(O)c(NC(=O)c2ccc(N3CCOCC3)c([N+](=O)[O-])c2)c1	-4.3	-0.2	-69.4	7.1	1.9	4.7	1.2	-2.2	3.2	0.1
26	NS(=O)(=O)c1ccc(OC(=O)CNC(=O)OCc2ccccc2)cc1	-6.7	-0.5	2.6	-3.3	-6.4	5.0	-4.7	7.5	-1.8	1.0
27	COc1ccc(CC(=O)Nc2cc(Cl)ccc2C(=O)O)cc1	-6.5	-1.8	1.2	2.0	.	0.0	-8.2	3.8	-5.8	0.9
28	O=C(CSc1nnc(NC(=O)C2CC2)s1)Nc1cccc(F)c1	-0.9	-1.3	5.1	0.3	0.5	7.2	-3.5	-0.4	-8.1	-2.4
29	Cc1cccc(CN2CCN(C(=O)c3ccccc3F)CC2)c1	-3.5	.	24.7	0.7	-3.0	-2.9	-1.3	2.8	-0.7	-2.5
30	CS/C(=C\C(=O)c1ccco1)Nc1ccccc1Cl	-1.6	-5.1	-22.2	-4.5	.	-15.4	-0.2	2.5	1.4	0.4
31	Nc1ncccc1OCc1cccc(C(F)(F)F)c1	-5.1	-2.3	11.7	0.0	-4.3	15.2	8.3	9.3	-6.9	0.2
32	COc1ccc(C(=O)C2CCN(CC(=O)Nc3ccc(OC)cc3OC)CC2)cc1	-3.4	-0.8	-44.8	0.7	-1.2	-0.7	5.2	2.5	-6.7	-3.5
33	COc1cccc(-c2cc(C(F)(F)F)nc(NCc3ccco3)n2)c1	3.8	-3.6	-13.9	-13.2	-1.6	2.4	-12.1	3.8	3.4	-0.6
34	C=C(C)[C@H]1CC=C(C)/C(=N/NC(=O)CNc2ccccc2OC)C1	-2.3	-0.9	-27.1	-0.6	-3.0	1.2	5.6	-7.5	1.5	-0.4
35	O=C(NCc1ccccn1)c1cccn1-c1ncc(C(F)(F)F)cc1Cl	0.3	-0.6	7.1	-3.2	4.8	1.6	-2.8	-0.5	-13.6	-0.2
36	O=c1cc(N2CCN(Cc3ccccc3)CC2)c(-c2ccccc2)n[nH]1	3.5	-0.5	19.4	-0.6	-4.3	-0.7	-16.9	-3.8	17.4	-1.6
37	CC(=O)c1ccc(OCCCCOc2ccc(C(C)=O)cc2)cc1	-6.3	-0.1	-2.5	0.4	-2.1	-1.2	-3.7	3.0	-0.9	0.8
38	CC(=O)Nc1ccc(NC(=O)C(C)Sc2n[nH]c(-c3cccs3)n2)cc1 (stereo not given)	2.4	0.2	14.9	-4.5	4.5	9.5	0.6	-4.4	-3.4	-0.3
39	CCOC(=O)N1CCN(C(=O)CN(Cc2ccc(Cl)cc2)S(=O)(=O)c2ccccc2)CC1	2.6	1.4	-8.4	-4.8	.	-11.3	-7.5	-1.4	-2.2	1.7
40	CCOc1ccc(NS(=O)(=O)c2ccc3c(c2)CCN3C(=O)C2CCC2)cc1	1.0	-3.0	13.1	0.8	1.6	-6.0	-1.3	-4.4	-14.8	-0.2
41	CC(C)CNC(=O)CCCSc1nc2ccccc2[nH]1	-1.6	-0.8	13.8	0.3	-0.5	-21.2	-1.6	-0.5	7.3	-1.3
42	CN1CCN(NC(=O)c2ccc(COc3ccccc3Br)o2)CC1	-1.5	-2.5	15.2	0.1	-3.6	.	3.3	-4.4	-2.4	0.4
43	Cc1c(OC(C)C(=O)NCCN2CCOCC2)ccc2c(-c3ccccc3)cc(=O)oc12 (stereo not given)	-3.1	-4.1	-72.2	-0.9	-2.6	-4.5	-6.6	-3.5	-8.0	-1.0
44	CCCCCCCCNC(=S)NCCN1CCCCC1	-1.9	-10.3	12.5	2.9	-4.5	23.5	-6.7	6.7	-7.8	0.6
45	CCOc1ccccc1NC(=O)COc1ccc2ccc(=O)oc2c1	-3.1	-1.8	.	-5.5	-2.7	2.5	2.0	-3.8	1.9	-0.8
46	Cn1nnnc1SCC(=O)NC(=O)c1cccc([N+](=O)[O-])c1	-3.8	-0.3	.	-0.1	.	47.1	-5.8	3.2	-8.1	0.5

Part of the list above, in transposed form:
(40) CCOc1ccc(NS(=O)(=O)c2ccc3c(c2)CCN3C(=O)C2CCC2)cc1
(41) CC(C)CNC(=O)CCCSc1nc2ccccc2[nH]1
(42) CN1CCN(NC(=O)c2ccc(COc3ccccc3Br)o2)CC1
(43) Cc1c(OC(C)C(=O)NCCN2CCOCC2)ccc2c(-c3ccccc3)cc(=O)oc12 (stereo not given)
(44) CCCCCCCCNC(=S)NCCN1CCCCC1
(45) CCOc1ccccc1NC(=O)COc1ccc2ccc(=O)oc2c1
(46) Cn1nnnc1SCC(=O)NC(=O)c1cccc([N+](=O)[O-])c1

Assay by compound | 40 | 41 | 42 | 43 | 44 | 45 | 46
Keap1 Nrf2 FP | 1.0 | -1.6 | -1.5 | -3.1 | -1.9 | -3.1 | -3.8
CAL PDZ FP-1 | -3.0 | -0.8 | -2.5 | -4.1 | -10.3 | -1.8 | -0.3
SR-BI uptake up | 13.1 | 13.8 | 15.2 | -72.2 | 12.5 | . | .
DAGLB inh | 0.8 | 0.3 | 0.1 | -0.9 | 2.9 | -5.5 | -0.1
CAL PDZ FP-2 | 1.6 | -0.5 | -3.6 | -2.6 | -4.5 | -2.7 | .
Rtt109 Vps75 | -6.0 | -21.2 | . | -4.5 | 23.5 | 2.5 | 47.1
Cardiac RTF inh | -1.3 | -1.6 | 3.3 | -6.6 | -6.7 | 2.0 | -5.8
cardiac RTF act | -4.4 | -0.5 | -4.4 | -3.5 | 6.7 | -3.8 | 3.2
PKA-R2B act | -14.8 | 7.3 | -2.4 | -8.0 | -7.8 | 1.9 | -8.1
C-LANA FP | -0.2 | -1.3 | 0.4 | -1.0 | 0.6 | -0.8 | 0.5

Screening data: PubChem, several laboratories
